From PubChem BioAssay
KinaseGlo FLuc = Counterscreen for Luciferase (Kinase-Glo TM) Inhibition | Luciferin 4-monooxygenase (Photuris pensylvanica), Q27757 | Kinase-Glo luciferase, ATP luminescence, 8 min | Potency, µM (top dose mostly 38.3 µM), for inactives: at the top dose activity change, negative = inhibition, usual class: inhibitors | 0.28% of 200,000 active | AID 1379, 2008; further: potency means the concentration at half of the fitted maximal effect; on the % scale 0 is the no-effect control and ±100 the full control effect; nearly all actives have a fitted effect of over 60% in size
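Recombinant Kinase-Glo luciferase, 10 uM ATP (linear range), luciferin; imidazole pH 7.2 / KCl / MgCl2 / Tween / BSA buffer; 8 min RT; luminescence.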
Epigenetic reg = Quantitative High-Throughput Screen for Regulators of Epigenetic Control | murine LDR cells, GFP reporter derepression, 30 h | Potency, µM (doses to about 53.9 µM), inactives show top-dose GFP activation, usual class: activators | 0.2% of 280,000 active; further: potency means the concentration at half of the fitted maximal effect; % of control where 0% means no effect; nearly all actives have a fitted effect of over 60% in size
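Readout is the number of GFP-expressing murine LDR cells, counted by cytometry following washing. Cells were treated with compound for 30 h at 37 C; the stably integrated CMV-GFP locus is normally silent.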
IMPase Li cell = qHTS Assay for Identifying the Cell-Membrane Permeable IMPase Inhibitors: Potentiation with Lithium; CHO-M1 cells, IP1 TR-FRET (IP-One), carbachol + lithium; Potency, µM (series often up to 59.4 µM), inactives show at the highest dose activity, negative = IMPase inhibition, actives largely listed as inhibitors; 0.35% of 210,000 active;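 further: IP1 builds up when IMPase is blocked and the TR-FRET signal falls; potency means the concentration at half of the fitted maximal effect; plate controls were basal vehicle for no effect and high inhibitor control for full effect; nearly all actives have a fitted effect of over 50% in size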
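CHO cells stably expressing M1 receptor (2000/well, cultured 16–30 h) treated 30 min at 37C with compound plus low lithium. Cytosolic IP1 by TR-FRET (665/620 ratio and 620 channel) after 10 min lysis; AC50 by Hill fit.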
HTT aggregate = qHTS Multiplex Assay to Identify Dual Action Probes in a Cell Model of Huntington: Aggregate Formation (GFP). 1.1% of 220,000 active. AID 1688, 2009. PC12 HttQ103-GFP aggregates, Acumen cytometry, 40 h. Potency, µM (highest dose often 46.1 µM), without a hit: at the top dose activity change, negative = inhibition, hits mostly inhibitors; further: potency means the concentration at half of the fitted maximal effect; on the % scale 0 is the no-effect control and ±100 the full control effect; nearly all actives have a fitted effect of over 60% in size
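Read-out: GFP aggregate count by laser scanning cytometer (488 nm excitation, 500-530 nm emission, 1–25 µm objects >6 SD above background). Cells: PC12, inducible HTTex1-Q103-GFP, 100 nM tebufenozide; compounds titrated.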
LMNA splice mod = qHTS Assay for Modulators of Lamin A Splicing. HeLa LMNA splicing GFP/RFP minigene ratio, 48 h. Potency, µM (series often up to 46.1 µM), for inactives: at the highest dose ratio change, negative = inhibition, most hits filed as inhibitors. 0.01% of 200,000 active; active means well fitted inhibition curve with a large enough effect in the signal ratio, with a control signal flat, not every such curve was filed as active; inconclusive means small, poorly fitted or top-dose-only effect, or effect the other way, or a change in a side signal; the % refers to the signal ratio; further: potency means the concentration at half of the fitted maximal effect; on the % scale 0 is the no-effect control and ±100 the full control effect
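S3 HeLa stable clones carrying a lamin A-EGFP splicing minigene plus DsRed2 were seeded at 600 cells/well in Opti-MEM with 2% FBS, pin-dosed and incubated 48 h at 37°C. Acumen cytometry (488 nm) gave the GFP/RFP total-intensity ratio.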
CBFb-RUNX1 inh = qHTS Assay for Compounds Blocking the Interaction Between CBF-beta and RUNX1 for the Treatment of Acute Myeloid Leukemia. Runt-related transcription factor 1 (Homo sapiens) + Core-binding factor subunit beta …. AlphaScreen CBFb-His/RUNX1-biotin binding, biochemical. Potency, µM (titrated, usually from 59.8 µM), for inactives: at the highest dose activity, negative = inhibition, actives largely listed as inhibitors. 230,000 tested, under 10 active. AID 1477, 2009; further: % of control where 0% means no effect
Target sequence (Q01196 whole entry, looked up): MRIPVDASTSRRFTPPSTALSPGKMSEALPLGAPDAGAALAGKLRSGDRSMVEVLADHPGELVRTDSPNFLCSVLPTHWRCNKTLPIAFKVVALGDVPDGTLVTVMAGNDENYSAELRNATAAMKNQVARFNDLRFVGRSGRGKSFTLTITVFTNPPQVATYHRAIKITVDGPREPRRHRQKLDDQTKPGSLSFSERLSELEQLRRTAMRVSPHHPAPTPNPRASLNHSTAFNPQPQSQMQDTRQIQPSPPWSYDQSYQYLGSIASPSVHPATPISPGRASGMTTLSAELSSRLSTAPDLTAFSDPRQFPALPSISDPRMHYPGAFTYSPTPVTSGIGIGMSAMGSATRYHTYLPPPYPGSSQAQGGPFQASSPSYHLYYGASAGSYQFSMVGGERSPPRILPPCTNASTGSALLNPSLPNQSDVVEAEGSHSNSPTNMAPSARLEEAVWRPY
Target sequence (Q13951 whole entry, looked up): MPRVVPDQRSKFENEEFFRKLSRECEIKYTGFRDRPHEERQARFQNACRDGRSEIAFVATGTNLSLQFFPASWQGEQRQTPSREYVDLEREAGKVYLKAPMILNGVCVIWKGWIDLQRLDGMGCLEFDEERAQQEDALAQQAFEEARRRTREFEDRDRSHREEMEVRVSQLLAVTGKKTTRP
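Room-temperature protein-protein interaction test with 30 nM each of His-tagged CBF-beta and biotinylated RUNX1, 15 min with compound, then 90 min with nickel plus streptavidin beads. Signal read in AlphaScreen mode.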
NPSR antagonist = qHTS Assay for Antagonists of the Neuropeptide S Receptor: cAMP Signal Transduction | Q6W5P4 | CHO-NPSR cells, cAMP TR-FRET, antagonist mode | Potency, µM (titrated, usually from 38.3 µM), inactives show at the highest dose activity change, negative = inhibition, actives largely listed as inhibitors | 1% of 220,000 active; further: potency means the concentration at half of the fitted maximal effect; on the % scale 0 is the no-effect control and ±100 the full control effect; nearly all actives have a fitted effect of over 50% in size; many of its hits are not listed in these tables
The depositor's hits bear a star; u = inconclusive; x = no result given; [ ] = dose if it differs, or a comment. Unless noted, the call rests on the fitted dose curve; in most records, active means well fitted curve in the direction sought with a large enough effect; inconclusive means small, poorly fitted or top-dose-only effect, or another doubt; inactive means no such curve, though single readings can be large; an effect the other way counts as inactive or inconclusive.

Sequence of screens – KinaseGlo FLuc	Epigenetic reg	IMPase Li cell	HTT aggregate	LMNA splice mod	CBFb-RUNX1 inh	NPSR antagonist
1) CCOc1ccc(N(C(=O)c2cnccn2)C(C(=O)NC2CCCCC2)c2ccc(O)cc2)cc1 (stereo not drawn)
    -1%	0.0%	0%	-16%[9.22 µM]	5%[46 µM]	13%	1%
2) CC1(C)CC(NC(=O)C(Cl)(Cl)Cl)CC(C)(C)N1
    -1%	0.1%	2%	1%	-5%	-1%	3%
3) COC(=O)[C@@]1(Cc2ccc(OC)cc2)[C@H]2c3cc(C(=O)N(C)C)n(Cc4c(CO)[nH]cc(C)c4=O)c3C[C@H]2CN1C(=O)c1ccccc1
    -2%	1.7%	-10%	x	x	9%	x
4) CCCCCc1nnc(NC(=O)CS(=O)(=O)Cc2ccccc2)s1
    0%	-1.2%	1%	-5%	4%	3%	-12%[46.1 µM]
5) CC1=C(C(=O)NCCN2CCN(C)CC2)C2(CCC(C)CC2)OC1=O (stereo not drawn)
    -2%	-1.1%	-2%[38.3 µM]	1%	-6%	4%	-12%[46.1 µM]
6) Cn1[nH]c(C(F)(F)F)cc1=O
    -2%	6.2%	-3%	4%	16%[9.22 µM]	2%	9%
7) COC(=O)c1[nH]c2ccc(C)cc2c1NC(=O)CCN1CCN(C2CCCCC2)CC1
    -5%	0.0%	50%[activator][38.3 µM]	9%	-1%	-1%	u
8) C=CCN1C(=O)C(CC(=O)O)SC1=Nc1c(C)n(C)n(-c2ccccc2)c1=O (stereo not drawn)
    2%	-4.5%	-7%[38.3 µM]	-3%[9.22 µM]	-2%	2%	-5%[46.1 µM]
9) CCCCSC1=C(C#N)C(c2ccccc2C)C(C(=O)OCC)C(=O)N1 (stereo not drawn)
    -2%	-1.1%	14%[38.3 µM]	u	u	0%	-17%[46.1 µM]
10) O=C(CCCNS(=O)(=O)c1ccccc1)NCc1ccco1
    -1%	0.0%	3%[38.3 µM]	8%	0%	8%	6%[46.1 µM]
11) NC(=O)c1ccsc1NC(=O)c1coc2ccccc2c1=O
    -12%	-4.4%	5%	31%	-17%[46 µM]	-3%	-26%
12) O=C(O)CSC1c2ccccc2C(=O)N1c1ccccc1 (stereo not drawn)
    2%	3.5%	1%[38.3 µM]	21%	-6%	7%	-5%[46.1 µM]
13) CCC(CC)C(=O)Nc1ccc(C(=O)Nc2cc(C)on2)cc1
    0%	0.0%	3%	13%	-20%[46 µM]	-4%	7%
14) COCCCNS(=O)(=O)c1ccc(SC)cc1
    0%	0.7%	-2%	5%	u	6%	6%
15) Cc1cc(C)c(S(=O)(=O)c2ccccc2C)c(OCC(C)(C)C)n1
    -3%	-0.1%	11%[38.3 µM]	-28%	15%	13%	u
16) CN(CCC1CCCCO1)C(=O)CCc1nnc(C2CCCCC2)o1 (stereo not drawn)
    0%	-0.1%	-2%	6%[9.22 µM]	17%[46 µM]	11%	-3%
17) CN1CCC(OC(=O)C23CCC(C)(C(=O)O2)C3(C)C)CC1 (stereo not drawn)
    2%	-1.0%	20%[38.3 µM]	-7%	-4%	3%	9%[46.1 µM]
18) Cc1ccc(S(=O)(=O)N(C)CC(=O)OCC(=O)c2c(N)n(C)c(=O)n(C)c2=O)cc1
    x	-0.9%	x	6%	-6%	-4%	-1%[46.1 µM]
19) O=C(O)CCCNc1ccc(S(=O)(=O)Nc2ccccc2C(=O)O)cc1C(=O)O
    4%	-2.9%	x	13%	5%	7%	-4%[46.1 µM]
20) Oc1ccc2ccccc2c1C1Nc2cccc3cccc(c23)N1
    -3%	-0.6%	26%[38.3 µM]	u	13%	u	u
21) CC(CCc1ccccc1)C(=O)NO (stereo not drawn)
    -1%	-0.1%	2%[38.3 µM]	-3%	7%	-2%	6%[46.1 µM]
22) COC(=O)c1cn(NC(=O)Cn2nc([N+](=O)[O-])c(Cl)c2C)c(=O)c2ccccc12
    2%	0.7%	-7%	13%	-6%[46 µM]	-2%	5%
23) CCN(C(=O)COC(=O)C1CCN(S(=O)(=O)c2cccs2)CC1)c1ccccc1
    0%	-0.6%	4%	22%	x	4%	-1%
24) CCCCN(CCCC)CC(O)CN1C(=O)NC(C)(C)C1=O (stereo not drawn)
    -5%	-3.9%	22%[38.3 µM]	-3%	3%	3%	3%[46.1 µM]
25) Cc1cc(N/C(=N\S(=O)(=O)c2ccc(Cl)cc2)c2ccc(F)cc2)no1
    0%	1.4%	18%[38.3 µM]	7%	15%	u	-9%[46.1 µM]
26) O=C(CCNC(=O)c1ccco1)Nc1ccccc1N1CCOCC1
    12%	5.5%	-11%	-16%	x	-2%	12%
27) COCCSc1ccccc1C(=O)N1CCCC1
    3%	0.0%	-7%[38.3 µM]	-2%	-5%	18%	-3%[46.1 µM]
28) Cc1nn(-c2ccccc2)nc1CNC(=O)CC(C)(C)C
    x	2.1%	x	5%[9.22 µM]	-6%[46 µM]	13%	-6%
29) COc1ccc(C(=O)NC(=S)Nc2ccccc2F)cc1
    2%	0.0%	1%	16%	10%	0%	7%
30) COc1cc(Cl)c(C)cc1NC(=O)COc1ccccc1[N+](=O)[O-]
    0%	-0.9%	1%[38.3 µM]	-8%	14%[0.0737 µM]	1%	-3%[46.1 µM]
31) CCCc1nnc(NC(=O)c2cc(OC)cc(OC)c2)s1
    -4%	0.6%	-2%[38.3 µM]	2%[9.22 µM]	8%	3%	-27%[46.1 µM]
32) Cc1c(C2N3CC4(C)CN2CC(C)(C3)C4=O)c2ccccc2n1C (stereo not drawn)
    -3%	-0.7%	7%[38.3 µM]	7%	u	12%	-6%[46.1 µM]
33) Cc1ccc(CNC(=O)CCS(=O)(=O)c2cccc3nonc23)cc1
    3%	0.0%	-4%[38.3 µM]	-11%	-10%	3%	-3%[46.1 µM]

Some of these compounds in order of molecular weight, descending:
Sequence of screens – KinaseGlo FLuc	Epigenetic reg	IMPase Li cell	HTT aggregate	LMNA splice mod	CBFb-RUNX1 inh	NPSR antagonist
18) Cc1ccc(S(=O)(=O)N(C)CC(=O)OCC(=O)c2c(N)n(C)c(=O)n(C)c2=O)cc1
    x	-0.9%	x	6%	-6%	-4%	-1%[46.1 µM]
19) O=C(O)CCCNc1ccc(S(=O)(=O)Nc2ccccc2C(=O)O)cc1C(=O)O
    4%	-2.9%	x	13%	5%	7%	-4%[46.1 µM]
22) COC(=O)c1cn(NC(=O)Cn2nc([N+](=O)[O-])c(Cl)c2C)c(=O)c2ccccc12
    2%	0.7%	-7%	13%	-6%[46 µM]	-2%	5%
8) C=CCN1C(=O)C(CC(=O)O)SC1=Nc1c(C)n(C)n(-c2ccccc2)c1=O (stereo not drawn)
    2%	-4.5%	-7%[38.3 µM]	-3%[9.22 µM]	-2%	2%	-5%[46.1 µM]
4) CCCCCc1nnc(NC(=O)CS(=O)(=O)Cc2ccccc2)s1
    0%	-1.2%	1%	-5%	4%	3%	-12%[46.1 µM]
15) Cc1cc(C)c(S(=O)(=O)c2ccccc2C)c(OCC(C)(C)C)n1
    -3%	-0.1%	11%[38.3 µM]	-28%	15%	13%	u
11) NC(=O)c1ccsc1NC(=O)c1coc2ccccc2c1=O
    -12%	-4.4%	5%	31%	-17%[46 µM]	-3%	-26%
24) CCCCN(CCCC)CC(O)CN1C(=O)NC(C)(C)C1=O (stereo not drawn)
    -5%	-3.9%	22%[38.3 µM]	-3%	3%	3%	3%[46.1 µM]
12) O=C(O)CSC1c2ccccc2C(=O)N1c1ccccc1 (stereo not drawn)
    2%	3.5%	1%[38.3 µM]	21%	-6%	7%	-5%[46.1 µM]
14) COCCCNS(=O)(=O)c1ccc(SC)cc1
    0%	0.7%	-2%	5%	u	6%	6%

A portion of the library; rates above refer to the full screens.
